RGS4 act: RGS4 potentiation or activation | actives 0.92% (n = 310,000) | B-score at 10 µM | HEK293 M3R/inducible RGS4, carbachol calcium flux Fluo4; hits give low values;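 active = B-score of the integrated calcium signal more than 4 SD below the library mean, with starting fluorescence not abnormally high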;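 note: negative B-score means reduced calcium response which marks RGS4 activation or potentiation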
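System: HEK293 FlpIn-TREx cells, stable M3R, doxycycline-inducible RGS4. Timing: overnight RGS4 induction, 30 min dye load 37 °C, 20 min compound RT. Also added: carbachol, ECmax concentration. Measured by: Fluo4 fluorescence kinetic imaging of calcium. Evaluation: integrated calcium ratio converted to B score.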
KCNK3 block: human KCNK3 channel inhibition, primary screen | O14649 | CHO-KCNK3 thallium flux, FluxOR fluorescence; hits give low values | B-score at 10 µM | actives 0.84% (n = 340,000) | AID 602410;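 active = B-score under library mean minus 4 SD, starting fluorescence ratio at most library mean plus 5 SD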;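 note: more negative B-score means stronger inhibition of thallium flux through KCNK3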
GSK3 alpha inh: human GSK-3 alpha kinase inhibition; ADP-Glo luminescence, 60 min; AID 2650; actives 0.1% (n = 320,000); P49840; inhibition, % at 10 µM;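 in the data active = inhibition above about 50%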;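 note: GST-tagged GSK-3 alpha with peptide substrate and 25 µM ATP; 0% = DMSO neutral wells and 100% = GW8510 positive control wells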
Target sequence (P49840 whole entry, looked up): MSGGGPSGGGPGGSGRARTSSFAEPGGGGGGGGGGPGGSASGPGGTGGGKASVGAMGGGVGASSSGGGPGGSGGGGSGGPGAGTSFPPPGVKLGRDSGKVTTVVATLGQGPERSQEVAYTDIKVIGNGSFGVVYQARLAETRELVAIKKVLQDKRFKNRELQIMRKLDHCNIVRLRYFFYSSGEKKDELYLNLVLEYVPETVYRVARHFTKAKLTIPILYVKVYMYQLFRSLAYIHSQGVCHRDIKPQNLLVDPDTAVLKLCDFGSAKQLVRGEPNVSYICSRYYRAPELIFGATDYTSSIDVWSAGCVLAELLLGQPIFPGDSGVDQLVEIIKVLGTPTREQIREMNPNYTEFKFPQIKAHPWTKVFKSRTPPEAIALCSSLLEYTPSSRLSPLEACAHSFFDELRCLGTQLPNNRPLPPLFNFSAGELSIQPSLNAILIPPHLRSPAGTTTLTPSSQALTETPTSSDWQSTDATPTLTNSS
KCNK9 inh: inhibitors of human KCNK9 two-pore domain potassium channel. Q9NPC2. HEK293 KCNK9, FluxOR thallium flux fluorescence; hits give low values. B-score at 10 µM. actives 1.2% (n = 310,000). AID 488922;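 active = ratio B-score over 3 SD below the library mean, with starting fluorescence within 5 SD of its mean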;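 note: negative B-score means less thallium flux so channel inhibition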
Target sequence (Q9NPC2 whole entry, looked up, the tested form may be a part): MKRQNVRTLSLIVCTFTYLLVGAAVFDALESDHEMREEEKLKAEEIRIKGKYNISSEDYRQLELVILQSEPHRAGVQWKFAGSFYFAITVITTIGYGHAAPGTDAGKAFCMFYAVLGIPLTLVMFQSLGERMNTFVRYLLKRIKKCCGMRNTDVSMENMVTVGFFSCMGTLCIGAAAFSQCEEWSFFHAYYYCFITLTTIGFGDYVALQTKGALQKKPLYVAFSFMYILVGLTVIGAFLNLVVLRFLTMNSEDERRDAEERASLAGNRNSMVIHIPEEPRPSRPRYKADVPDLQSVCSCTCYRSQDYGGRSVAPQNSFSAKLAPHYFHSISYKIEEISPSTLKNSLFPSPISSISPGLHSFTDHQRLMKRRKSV
GSK3B inh: inhibitors of human GSK3beta kinase | P49841 | activity score (negative = inhibition), % at 10 µM | GST-GSK3beta kinase, ADP-Glo luminescence, 60 min; hits give low values | AID 2097 | actives 0.038% (n = 300,000);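 active = more than half of replicate wells score below -50%, meaning over 50% inhibition versus plate controls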;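 note: 0% = median DMSO wells and -100% = median GW8510 positive control wells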
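Test system: GST-fused GSK3beta enzyme, cell-free | Quantity: 1.6 ng GST-GSK3beta enzyme per well | Reagent: 25 µM ATP with peptide substrate | Schedule: 60 min enzyme reaction, room temperature | Signal: Luminescent ADP-Glo measurement of ADP formed | Read-out basis: Score relative to plate controls | Control set: DMSO and 20 µM GW8510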
HDAC3 inh: inhibitors of human histone deacetylase 3; O15379; recombinant HDAC3, fluorogenic peptide/trypsin coupled, fluorescence; inhibition, % at 8.3 µM; actives 0.15% (n = 320,000); in the data active = inhibition above about 26%, passing the limit was not always enough
KCNQ1 pot: human KCNQ1 channel potentiation or activation | P51787 | CHO-K1 KCNQ1, thallium flux FluxOR fluorescence; hits give high values | B-score at 10 µM | actives 0.35% (n = 310,000) | AID 2648;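 active = fluorescence ratio B-score, a plate-corrected score, at least three library SD, with initial intensity B-score within 5 SD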
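Assay system: CHO-K1 cells stably expressing KCNQ1; Medium: assay buffer with matched DMSO; Also added: K+/Tl+ depolarizing stimulus; Dosing: single dose; Timing: dye 90 min, compound 20 min, room temperature; Measured by: kinetic FluxOR thallium fluorescence, 10-s 1-Hz baseline, 110-s post-stimulus read; Read-out: peak-minus-minimum fluorescence over initial fluorescence, negative-control normalized, B-scored.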
hERG protect: hERG (human) protection from proarrhythmic block | Q12809 | CHO-hERG, FluxOR thallium flux, dofetilide IC70 present | activation (rescue from dofetilide block), less the hit threshold, % at 10 µM | actives 0.51% (n = 310,000) | AID 1511;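 active = activation above the mean of controls blocked by dofetilide plus 5 SD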;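 note: thallium influx through hERG after potassium depolarization seen as dye fluorescence rise; in these data hits start at about 4.7%; inactives centre near -7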
PolyA inhibitor: inhibitors of polyadenylation in S. cerevisiae; S. cerevisiae SKY197-pL101 polyadenylation reporter, beta-gal luminescence; efflux-impaired pdr1/pdr3 knockout yeast; score 100 = 6 SD above DMSO; actives 0.02% (n = 300,000); calls only at 12 µM; AID 1875;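 active = lowest replicate activity score at least 50, where 100 means six control SD above control mean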;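 note: yeast exposed to compound for 9 h at 30 °C; higher score means more reporter readthrough which indicates perturbed polyadenylation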
KCNQ1 block: human KCNQ1 channel inhibition; actives 1.3% (n = 310,000); B-score at 10 µM; CHO-K1 KCNQ1, FluxOR thallium flux fluorescence; hits give high values;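 active = compounds whose thallium flux B-score, printed positive for inhibition, exceeds three library SD while starting fluorescence stays within three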;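 note: channel opened by potassium depolarization with thallium stimulus after 20 min compound exposure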
Dyrk1A ADPGlo: inhibitors of rat Dyrk1A kinase; actives 0.43% (n = 310,000); inhibition, % at 12.5 µM; ADP-Glo luminescence, NFATc1 peptide; AID 504441; Q63470; in the data active = inhibition above about 50%;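 note: plate controls were vehicle with enzyme for no effect and no enzyme for full effect; many of its hits are not listed in these tables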
The depositor's hits bear a star; i = inactive; · = no result given.

1) CC(=O)NS(=O)(=O)c1ccc(N=c2ssc3c2-c2cc(C)ccc2NC3(C)C)cc1
2) COc1ccc(C(=O)Oc2c(OC)cc(C(=S)N3CCOCC3)cc2OC)cc1OC
3) CCN(CC)S(=O)(=O)c1ccc(C(=O)Nc2nnc(C(C)C)s2)cc1
4) COc1ccc(NC(=O)CCSc2nc(C)cs2)cc1
5) O=C(NC1CCS(=O)(=O)C1)c1cccc(Br)c1 (centres undefined)
6) COc1ccc(NC(=O)c2ccc3ncsc3c2)cc1
7) Cc1cc(OCC(=O)NNC(=O)c2cnccn2)cc(C)c1Cl
8) CCOc1ccc2[nH]c(=O)c(CN(CCCO)S(=O)(=O)c3ccc(F)cc3)cc2c1

Compound	1	2	3	4	5	6	7	8
RGS4 act	i	i	i	i	i	i	i	i
KCNK3 block	i	i	i	i	i	i	i	i
GSK3 alpha inh	·	0	-1	2	-1	0	·	-7
KCNK9 inh	i	i	i	i	i	i	i	i
GSK3B inh	2	0	3	1	2	-3	-3	2
HDAC3 inh	·	-4	4	-7	-2	-3	·	-21
KCNQ1 pot	i	i	i	i	i	i	i	i
hERG protect	-11	-4	-5	-2	-9	-5	-1	-6
PolyA inhibitor	i	·	i	·	i	i	i	i
KCNQ1 block	i	i	i	i	i	i	i	i
Dyrk1A ADPGlo	16	·	6	-9	13	1	-7	-4

9) COc1ccc([C@H]2[C@H](C(C)=O)N3N=Cc4ccccc4C3C23C(=O)OC(C)(C)OC3=O)cc1 (some centres undefined)
10) CC(=O)c1nn(-c2cccc(Br)c2)cc1C(=O)c1cccc2ccccc12
11) Cc1cccc(NC(=O)C2c3ccccc3Oc3ccccc32)n1
12) Cn1nc(C(F)(F)F)c(-c2cccc(C(F)(F)F)c2)c1NC(=O)c1nccnc1C(=O)O
13) O=C(O)CC1(CC(=O)Nc2ccc(F)cc2F)CCCCC1
14) CCN(CC)C(=O)COc1ccc2oc(C)c(C(=O)OC(C)C)c2c1
15) CCCNC(=O)c1nc(C)n(-c2cc(Cl)ccc2Cl)n1
16) Cc1ccc2nc(Nc3nc(CSc4nnnn4-c4ccccc4)cc(=O)[nH]3)nc(C)c2c1

Compound	9	10	11	12	13	14	15	16
RGS4 act	i	i	i	i	i	i	i	i
KCNK3 block	i	i	i	i	i	i	i	i
GSK3 alpha inh	-4	-2	0	0	-2	1	-2	·
KCNK9 inh	i	i	i	i	i	i	i	i
GSK3B inh	1	3	-2	1	4	-2	0	3
HDAC3 inh	2	1	-5	4	1	-2	12	-10
KCNQ1 pot	i	i	i	i	i	i	i	i
hERG protect	-16	-15	-7	-5	-4	-19	-1	-9
PolyA inhibitor	i	i	i	i	i	i	i	i
KCNQ1 block	i	i	i	i	i	i	i	i
Dyrk1A ADPGlo	1	-1	3	9	·	7	-2	-6

17) CCC(C(=O)Nc1ccccc1C(=O)N1CCCC1)N1C(=O)c2ccccc2C1=O (centres undefined)
18) O=C1CC[C@@H](CN(Cc2ccccc2)Cc2cn[nH]c2-c2cc3ccccc3o2)N1
19) COCCSc1ccccc1C(=O)NCC1CCCO1 (centres undefined)
20) COc1ccccc1NC(=O)C(C)OC(=O)CCCN=C1NS(=O)(=O)c2ccccc21 (centres undefined)
21) COCCCNC(=S)NNC(=O)c1ccc(S(=O)(=O)N2CCC(C)CC2)cc1
22) COc1ccc(NC(=O)COc2nc(N(C)C)nc(N(C)C)n2)cc1
23) C=CCOn1c(=O)c(-c2ccc(C)cc2)[n+]([O-])c2ccccc21
24) CN(C)C=NC(=O)/C(C#N)=C1\CCc2ccccc2N1

Compound	17	18	19	20	21	22	23	24
RGS4 act	i	i	i	i	i	i	i	i
KCNK3 block	i	i	i	i	i	i	i	i
GSK3 alpha inh	9	6	-1	0	0	-1	-3	52*
KCNK9 inh	i	i	i	i	i	i	i	i
GSK3B inh	2	-1	0	-1	3	-1	2	-34
HDAC3 inh	4	10	-4	7	-3	4	-4	5
KCNQ1 pot	i	i	i	i	i	i	i	i
hERG protect	-5	-23	-3	-3	-3	-5	-4	-12
PolyA inhibitor	i	i	i	i	i	i	i	i
KCNQ1 block	i	i	i	i	i	i	i	i
Dyrk1A ADPGlo	-8	8	-2	7	-8	16	-4	33

25) Cc1c(C(=O)N/N=C/c2cccc(O)c2)nnn1-c1nonc1N
26) C=Cn1cc[n+](CC(=O)c2ccc(C)cc2)c1
27) CCNC(=S)NNC(=S)NCc1ccccc1
28) O=C(NCCc1ccc(F)cc1)C(=O)NCC1CCCN1S(=O)(=O)c1cccs1 (centres undefined)
29) CCC(=O)c1ccc(OCC(=O)OC(C)C(=O)N2CCc3ccccc32)cc1 (centres undefined)
30) Cc1cc2nc3n(c2cc1C)CC1CC(C(=O)NCc2cccc(Br)c2)N(C)C31 (centres undefined)
31) CCSc1nnc(NC(=O)C2CCCN(S(=O)(=O)c3cnc[nH]3)C2)s1 (centres undefined)
32) Cc1ccc(COc2ccc(CNCCCN3CCCCCC3=O)cc2)cc1

Compound	25	26	27	28	29	30	31	32
RGS4 act	i	i	i	-7.2*	i	i	i	-12*
KCNK3 block	i	i	i	i	i	i	i	i
GSK3 alpha inh	1	-1	-1	2	-3	-3	-5	-1
KCNK9 inh	i	i	i	i	i	i	i	i
GSK3B inh	-3	2	6	-1	-1	0	1	2
HDAC3 inh	-4	2	-6	-2	8	-1	5	-1
KCNQ1 pot	i	i	i	i	i	i	i	i
hERG protect	-3	-6	-8	-20	-15	-10	-1	-14
PolyA inhibitor	i	i	i	i	i	i	i	i
KCNQ1 block	i	i	i	i	i	i	i	i
Dyrk1A ADPGlo	-3	1	-7	3	-7	0	0	26

33) Cc1ccc(NS(=O)(=O)c2ccc(F)cc2)nc1
34) N#Cc1ccccc1OCC(=O)NC(=O)NCc1ccco1
35) CCCc1ccc(OCc2ccc(C(=O)Nc3cccc(C)n3)o2)c(OC)c1
36) Cc1ccccc1OCCN1C(=O)NC2(CCCc3ccccc32)C1=O (centres undefined)
37) Nc1ccc(S(N)(=O)=O)cc1N
38) CC1CCN(S(=O)(=O)c2ccc(NC(=O)[C@@H]3CCCC[C@@H]3C(=O)O)cc2)CC1
39) O=[N+]([O-])c1cc(/C=N/O)ccc1SCc1ccccc1
40) CCn1c(N2CCN(C(=O)/C=C/c3ccccc3)CC2)nc2ccccc21

Compound	33	34	35	36	37	38	39	40
RGS4 act	i	i	i	i	i	i	i	i
KCNK3 block	i	i	i	i	i	i	i	i
GSK3 alpha inh	1	-1	0	-1	0	0	1	-1
KCNK9 inh	i	i	i	i	i	i	i	i
GSK3B inh	-2	5	2	2	-2	0	-7	3
HDAC3 inh	-10	2	-5	9	2	0	1	-4
KCNQ1 pot	i	i	i	i	i	i	i	i
hERG protect	-6	-2	-11	-7	-4	-9	-12	-16
PolyA inhibitor	i	i	i	i	i	i	i	i
KCNQ1 block	i	i	i	i	i	i	i	i
Dyrk1A ADPGlo	13	1	-4	9	4	1	-1	2

41) CCN1CCN(C(=O)Cn2ncc3ccsc3c2=O)CC1
42) O=S(=O)(Nc1ccccc1N1CCCCC1)c1ccccc1
43) O=C(/C=C/c1cccc([N+](=O)[O-])c1)NCCSCc1cccc(Cl)c1
44) COc1c(C)cccc1C(=O)Nc1cc(-c2nn3c(C)nnc3s2)ccc1C
45) O=C(O)/C=C\c1cccc(-n2nnnc2SCc2ccccc2F)c1
46) Cc1cc(C)n(CC2CC(=O)N(c3ccccc3)C2=O)n1 (centres undefined)
47) CCc1ccc(NC(=O)COc2ccc3c(c2)OCO3)cc1
48) CCOC(=O)c1ccc(NC(=O)Nc2c(C)nn(C)c2C)cc1

Compound	41	42	43	44	45	46	47	48
RGS4 act	i	i	i	i	i	i	i	i
KCNK3 block	i	i	i	i	i	i	i	i
GSK3 alpha inh	3	0	-4	0	-1	-2	-3	-11
KCNK9 inh	i	i	-7.7*	i	i	i	i	i
GSK3B inh	3	2	1	1	-6	-2	2	-1
HDAC3 inh	-3	-5	-4	-4	4	5	·	-4
KCNQ1 pot	i	i	i	i	i	i	i	i
hERG protect	-6	-2	-11	-13	0	-9	-3	-15
PolyA inhibitor	i	i	i	·	i	i	i	i
KCNQ1 block	i	i	i	i	i	i	i	i
Dyrk1A ADPGlo	1	1	-2	12	0	-6	·	2

49) COc1ccc2c(c1)c(C(=O)N/N=C/c1ccc(Br)cc1)c(C)n2C
50) NNC(=S)Nc1cccc(-c2n[nH]c(=S)o2)c1
51) COc1ccccc1NC(=S)NCCc1ccccc1
52) O=C(Nc1nc2ccccc2[nH]1)c1ccc(F)c(S(=O)(=O)N2CCOCC2)c1
53) CCN1CCN(S(=O)(=O)c2ccc(C(C)(C)C)cc2)CC1
54) O=C1CCC(=O)N1OCCCOc1ccc2c(c1)CCC2

Compound	49	50	51	52	53	54
RGS4 act	i	i	i	i	i	i
KCNK3 block	i	i	i	i	i	i
GSK3 alpha inh	0	14	3	0	-4	0
KCNK9 inh	i	i	i	i	i	i
GSK3B inh	1	1	-3	4	3	1
HDAC3 inh	3	4	3	2	-4	-7
KCNQ1 pot	i	i	i	i	i	i
hERG protect	-11	-8	-10	-17	-3	-10
PolyA inhibitor	i	i	i	i	i	i
KCNQ1 block	i	i	i	i	i	i
Dyrk1A ADPGlo	·	13	6	9	-5	4

Part of the list above in order of number of heavy atoms, descending.
52) O=C(Nc1nc2ccccc2[nH]1)c1ccc(F)c(S(=O)(=O)N2CCOCC2)c1
49) COc1ccc2c(c1)c(C(=O)N/N=C/c1ccc(Br)cc1)c(C)n2C
51) COc1ccccc1NC(=S)NCCc1ccccc1

Compound	52	49	51
RGS4 act	i	i	i
KCNK3 block	i	i	i
GSK3 alpha inh	0	0	3
KCNK9 inh	i	i	i
GSK3B inh	4	1	-3
HDAC3 inh	2	3	3
KCNQ1 pot	i	i	i
hERG protect	-17	-11	-10
PolyA inhibitor	i	i	i
KCNQ1 block	i	i	i
Dyrk1A ADPGlo	9	·	6

High-throughput results as filed in PubChem.

An excerpt, so the mix of outcomes need not match the whole.
